Screening results: PubChem, several laboratories
F-actin modifier – cytoskeleton assembly modification; HUVEC TNFa F-actin phalloidin imaging, high content; inhibition, % at 2 µM; hit rate 0.18% among 91,000;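 active = inhibition above the batch mean plus 3 SD and confirmed as a hit by visual image inspection, cut at about 30% in these data, passing the limit was not always enough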; note: strong numbers were not always called active
FAK blocker – inhibitors of human focal adhesion kinase | Q05397 | biochemical FAK kinase activity assay | inhibition, %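 (tested at 7 µM)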 | hit rate 0.84% among 97,000; in the data active = inhibition above about 19%;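 note: 0% = DMSO and 100% = reference compound high control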
PLK1 PBD inh – Plk1 (human) PBD binding inhibition; P53350; Plk1 PBD phosphopeptide binding, fluorescence polarization; inhibition, %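 (tested at about 20 µM)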; hit rate 0.13% among 97,000; AID 693; in the data active = inhibition above about 34%, passing the limit was not always enough
HIV Rev-RRE inh – HIV Rev-RRE protein-RNA interaction inhibition. P05866. Rev peptide-RRE RNA binding, FRET. inhibition, % at 8 µM. hit rate 0.79% among 97,000;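 active = inhibition above the screen-wide mean plus 3 SD, cut at about 35% in these data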;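 note: 0% = median DMSO wells and 100% = median Neomycin B control wells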
Target sequence (P05866 whole entry, looked up): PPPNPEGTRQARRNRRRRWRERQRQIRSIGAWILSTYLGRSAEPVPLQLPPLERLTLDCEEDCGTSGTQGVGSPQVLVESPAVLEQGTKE
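Test system – labelled RRE RNA duplex and labelled Rev peptide · Reagent – labelled Rev peptide · Doses – one concentration, 8 µM nominal · Incubation – 5 + 15 min at 25 °C · Signal – FRET fluorescence readout · Read-out basis – % inhibition of FRET ratio versus controls · Control set – DMSO wells as 0% and neomycin B wells as 100% inhibition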
Pyk2 oligo antag – blocks oligomerization of human Pyk2 in cells. AID 1347419. Q293 cells, Pyk2 FERM NanoBiT luminescence; active compounds read low. hit rate 0.83% among 99,000. z-score (the deposit names both 25 µM and 10 µM);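 active = Z-score of -3 or lower, scaled per plate to the spread of control and sample wells; inactive = z-score above -3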;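 note: negative z-score means lost luminescence so less FERM oligomerization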
EphB4 antag – EphB4-ephrin-B2 interaction antagonism; hit rate 0.15% among 97,000; inhibition, % at 7 µM; EphB4 LBD / TNYL-RAW-Alexa532 peptide, fluorescence polarization; P54760;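 active = inhibition above the screen-wide mean inhibition plus 3 SD, cut at about 15% in these data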;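 note: 0% = DMSO wells and 100% = excess unlabeled TNYL-RAW peptide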
Target sequence (P54760 whole entry, looked up, the tested form may be a part): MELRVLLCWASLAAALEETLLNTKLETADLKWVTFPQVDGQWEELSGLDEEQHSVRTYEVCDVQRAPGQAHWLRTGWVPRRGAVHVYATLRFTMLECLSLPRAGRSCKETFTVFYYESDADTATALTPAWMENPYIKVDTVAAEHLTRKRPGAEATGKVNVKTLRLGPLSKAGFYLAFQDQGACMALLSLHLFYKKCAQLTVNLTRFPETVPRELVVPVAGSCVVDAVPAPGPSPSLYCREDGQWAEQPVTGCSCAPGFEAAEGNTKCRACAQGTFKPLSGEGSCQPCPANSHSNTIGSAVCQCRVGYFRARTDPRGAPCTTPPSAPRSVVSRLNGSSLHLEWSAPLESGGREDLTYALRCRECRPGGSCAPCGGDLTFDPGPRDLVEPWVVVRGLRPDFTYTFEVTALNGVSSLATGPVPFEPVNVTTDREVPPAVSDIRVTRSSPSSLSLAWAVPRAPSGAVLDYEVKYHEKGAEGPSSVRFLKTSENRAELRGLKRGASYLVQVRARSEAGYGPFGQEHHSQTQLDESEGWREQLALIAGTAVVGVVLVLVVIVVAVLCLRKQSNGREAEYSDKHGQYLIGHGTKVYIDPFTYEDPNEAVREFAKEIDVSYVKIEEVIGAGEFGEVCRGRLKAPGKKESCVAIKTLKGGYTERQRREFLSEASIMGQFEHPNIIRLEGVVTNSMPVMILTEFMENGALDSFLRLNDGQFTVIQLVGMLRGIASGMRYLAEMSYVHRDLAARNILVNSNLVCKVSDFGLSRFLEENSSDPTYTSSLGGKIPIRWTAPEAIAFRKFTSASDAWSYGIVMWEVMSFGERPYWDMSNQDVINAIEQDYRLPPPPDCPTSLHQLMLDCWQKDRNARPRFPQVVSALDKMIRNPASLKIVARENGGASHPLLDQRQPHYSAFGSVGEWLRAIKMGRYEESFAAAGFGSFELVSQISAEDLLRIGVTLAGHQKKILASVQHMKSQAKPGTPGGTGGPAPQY
PLK1 inh – PLK1 (human) kinase inhibition; P53350; hit rate 0.53% among 97,000; recombinant PLK1 kinase, TR-FRET peptide phosphorylation; inhibition, % at 10 µM;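 active = inhibition of 50% or more in the single-concentration screen; inactive = inhibition below 50%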;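 note: 0% = DMSO max control and 100% = H-89 dihydrochloride min control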
PTPN22 inh 2 – blocks human PTPN22 phosphatase activity | hit rate 0.21% among 96,000 | recombinant LYP catalytic domain, DiFMUP fluorescence | inhibition, % at 2 µM | Q9Y2R2;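 active = inhibition at 2 µM at or above a set limit, the screen mean plus 3 SD, cut at about 24% in these data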;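 note: 0% = DMSO with enzyme and 100% = enzyme fully blocked by orthovanadate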
LYP act – LYP (human) phosphatase activation; Q9Y2R2; recombinant LYP, DiFMUP fluorescence; 0 = plate median, 100 = signal doubled; activation, % at 2 µM; hit rate 0.11% among 96,000; AID 697;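 active = activation at 2 µM above a set limit, the mean plus 5 SD, cut at about 37% in these data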
Numbers without * were called inactive; . = no result given.

SMILES	F-actin modifier	FAK blocker	PLK1 PBD inh	HIV Rev-RRE inh	Pyk2 oligo antag	EphB4 antag	PLK1 inh	PTPN22 inh 2	LYP act
CC(C)(C)NC(=O)C(=O)N/N=C/c1cccs1	11	-5	-16	3	0.3	6	-8	-15	18
CCOC(=O)c1ccccc1NC(=O)CSc1nnc(COc2ccccc2)n1CC	-15	3	-14	6	-0.47	3	-11	8	-10
O=C(c1ccncc1)N1CCN(C(=O)c2ccco2)CC1	6	-3	15	5	0.85	-3	-4	-3	3
Brc1c(CSc2nncn2-c2ccccc2)nc2sccn12	0	1	-19	7	1.4	7	1	-2	2
c1ccc(N2CCN(c3ccccc3)C2c2cccs2)cc1	5	2	-3	5	-0.6	2	-8	-1	-2
Cc1ccc(CNC(=O)Cc2csc(Nc3nc(=S)[nH]c4ccccc34)n2)cc1	-2	0	-22	-2	.	6	-8	0	-2
Cc1ccc(-c2nc(=S)c3c(n2Cc2ccco2)CC(C)(C)OC3)cc1	-13	-1	3	2	0.71	-2	-4	-28	27
CC(C)(C)NC(=O)Cn1nnc(-c2ccccc2Cl)n1	6	-3	-33	-2	0.37	-4	0	-6	5
COc1ccc(C2(CNC(=O)CCC(=O)O)CCCC2)cc1OC	-8	1	1	7	0.75	-6	-8	-7	10
O=C1c2ccccc2C(=O)N1CCOCCN1C(=O)c2ccccc2C1=O	-19	5	-1	2	1.2	1	-9	-4	2
COc1cccc(-n2ccnc2SCC(=O)Nc2nccs2)c1	.	-8	-17	4	1.4	6	-11	3	-6
CCN(CC)C(=O)c1sc2nc(-c3cccs3)cc(-c3ccc(Cl)cc3)c2c1N	-14	-2	-14	14	-1.2	-3	-28	-5	1
COc1ccc(CCCc2nnc(SCC(=O)Nc3ncc(C)s3)o2)cc1	-29	0	-12	8	-0.02	-2	-1	0	-3
NC(=O)C1CCN(C2CC(=O)N(Cc3ccc(N4CCCC4=O)cc3)C2=O)CC1 (stereo not given)	17	1	-23	-4	0.75	-2	1	6	-4
CCOc1cc(NC(=S)Nc2cccc(OC)c2)c(OCC)cc1NC(=O)C1CC1	17	-1	-5	3	-0.66	6	-9	-5	8
COc1cccc(C(c2nnnn2CCc2ccccc2)N2CCN(c3ccccc3)CC2)c1OC (stereo not given)	5	5	15	-1	-3.3*	-4	-2	-4	2
CCOC(=O)N1CCN(CC(O)COCCC23CC4CC(CC(C4)C2)C3)CC1 (stereo not given)	.	0	-9	-4	0.45	-2	-3	7	-6
O=C(Nc1ccc2c(c1)OCO2)Nc1ccc(Cl)cc1Cl	-15	0	1	5	-0.53	0	7	-14	11
Cc1ccc(S(=O)(=O)N(CC(=O)N2CCCCCC2)c2ccccc2)cc1	.	-1	-9	10	-0.74	-9	7	0	1
COc1ccc(CN2CCCCC2C)cc1C (stereo not given)	13	2	9	-2	-1.5	-2	-8	-7	9
CCOC(=O)C1=C(CNC2CCCCC2)NC(=O)NC1c1cc(C)ccc1C (stereo not given)	-4	0	-8	5	-0.66	3	-4	12	-9
CCC(Sc1ccc2nnc(-c3ccc(OC)c(OC)c3)n2n1)C(=O)O (stereo not given)	25	8	-11	5	0.61	2	-9	-1	0
COc1ccc(NC(=O)c2ccc(COc3ccccc3)o2)cc1	-24	-1	8	3	0.47	0	-14	-23	26
Cc1ccc(Nc2cc(C)nn2-c2nc(C)cc(=O)[nH]2)cc1	-70	6	9	2	-1.9	6	6	26*	-27

Individual results from the entries so far.
Cc1ccc(S(=O)(=O)N(CC(=O)N2CCCCCC2)c2ccccc2)cc1 – LYP act: 1
Cc1ccc(Nc2cc(C)nn2-c2nc(C)cc(=O)[nH]2)cc1 – PLK1 PBD inh: 9
O=C(Nc1ccc2c(c1)OCO2)Nc1ccc(Cl)cc1Cl – FAK blocker: 0
COc1ccc(NC(=O)c2ccc(COc3ccccc3)o2)cc1 – PTPN22 inh 2: -23
COc1ccc(CN2CCCCC2C)cc1C (stereo not given) – LYP act: 9
COc1cccc(C(c2nnnn2CCc2ccccc2)N2CCN(c3ccccc3)CC2)c1OC (stereo not given) – F-actin modifier: 5

Additional compounds:
SMILES	F-actin modifier	FAK blocker	PLK1 PBD inh	HIV Rev-RRE inh	Pyk2 oligo antag	EphB4 antag	PLK1 inh	PTPN22 inh 2	LYP act
CS(=O)(=O)N(Cc1ccccc1)c1ccc(C(=O)Nc2ccc3c(c2)OCO3)cc1	4	2	16	8	-1.7	0	-8	0	3
CCOC(=O)C(C)N1N=C(/C=C/c2ccc(C)cc2)CCC1=O (stereo not given)	7	3	21	6	-0.2	10	-12	8	-4
Brc1ccc(Sc2cnc3ccccc3n2)cc1	-6	1	2	7	-0.37	3	-10	1	3
Cc1cc(=O)oc(C)c1C(=O)NC1CC(C)(C)NC(C)(C)C1	6	-1	31	4	-0.1	9	-13	-10	9
O=C(/C=C/c1c(Cl)cccc1Cl)N1CCN(c2ncccn2)CC1	-13	-1	-26	11	0.28	3	-18	4	-8
COCCn1c(Sc2nc(C)cs2)nc2c1c(=O)[nH]c(=O)n2C	4	-1	-8	9	-0.01	-5	-6	-1	4
C/C(=N\N=C1\NC(=O)CC(C(=O)O)S1)c1cccs1 (stereo not given)	-5	-1	-1	3	0.46	6	2	4	-6
Cc1ccc(OCC(=O)Nc2ccc(S(=O)(=O)N3CCN(C)CC3)cc2)cc1	-8	0	2	4	0.07	-1	-7	-1	1
CCOC(=O)c1ccc(S(=O)(=O)N2CCC(C(=O)O)CC2)cc1	10	-2	-15	9	0.46	3	-8	-6	5
O=C(Cn1cnc2c(nnn2Cc2ccccc2F)c1=O)NCC1CCCO1 (stereo not given)	-6	0	-3	7	0.48	2	-4	-13	7
Cc1ccccc1S(=O)(=O)Oc1ccccc1C(=O)Oc1ccccc1	-20	-4	-15	14	-0.82	1	-7	10	-4
O=C(O)c1ccc(NS(=O)(=O)c2ccc3c(c2)OCCO3)cc1	6	.	-10	.	.	.	-9	-2	0
CN1CCN(CC(O)COc2ccc(Cl)cc2)CC1 (stereo not given)	10	-1	8	9	0.92	-5	-4	-18	16
CCC(c1ccccc1)c1nc(-c2ccccn2)no1 (stereo not given)	-13	-4	5	2	0.54	3	-15	1	2
O=C(NCCCn1ccnc1)/C(=C/c1ccco1)NC(=O)c1ccccc1	-28	2	-2	3	0.38	10	0	-4	10
Cc1noc(C)c1C(=O)N1CCN(Cc2ccc3c(c2)OCO3)CC1	16	-4	-5	5	0.55	6	-1	2	-6
O=C(Cc1c(F)cccc1Cl)Nc1cccnc1	2	1	7	1	1.1	-7	-7	6	-6
COc1cc(/C=N/Nc2snc(SC)c2C#N)cc(OC)c1OC	15	-6	4	-3	0.8	-9	-10	-9	6
COC(=O)c1ccc(Cl)c(NC(=O)c2ccc(-c3ccccc3)cc2)c1	-4	-2	-9	10	.	4	-19	-4	6
CCOC(=O)C(C)Oc1cccc2c(=O)n(CC(=O)Nc3cccc(OC)c3)ccc12 (stereo not given)	-18	4	-3	0	.	-2	-7	4	-5
COc1cc(-c2nc3n(n2)C(c2ccc(F)cc2)C2=C(CCCC2=O)N3)cc(OC)c1OC (stereo not given)	-12	-4	-5	9	-1.8	-4	-9	5	-6
CC(C)C(C(=O)Nc1ncn[nH]1)N1C(=O)c2ccccc2C1=O (stereo not given)	-8	-1	3	4	-0.06	-2	-12	15	-13
Cc1c(NC(=O)C2(c3ccccc3)CCCC2)c(=O)n(-c2ccccc2)n1C	19	-1	-8	0	2.1	-7	9	-1	4
COc1cccc(C(=O)N2CCN(Cc3cc(Br)ccc3OC)CC2)c1	-22	-1	-12	3	-1.8	-4	-7	-9	7
Cc1cc(S(=O)(=O)Nc2ccc(N(C)C)cc2)c(C)s1	.	1	-8	-3	-0.78	4	-11	-15	19
CCN(CC)CCNC(=O)c1c(O)c2c([nH]c1=O)CCCC2	-42	2	16	-15	0.12	-5	35	-8	7
COc1ccc(-n2c(O)cnc2Nc2nc(C)cc(C)n2)cc1OC	-8	-2	-2	7	-0.56	-1	-9	0	0
O=C(c1cccs1)N(Cc1ccccn1)Cc1ccco1	-1	1	-1	4	-0.17	7	-5	1	-1
O=C(NNS(=O)(=O)c1ccccc1[N+](=O)[O-])c1ccc(O)cc1	.	-3	6	9	0.37	8	7	-2	4
CCN(CC)CCNC(=O)c1c(C)n(-c2ccccc2)c2cc(Br)c(OC)cc12	0	6	-17	1	-1.2	-5	1	-6	9
COC(=O)c1ccc(-n2nnnc2SCC(=O)Nc2ccccc2OC)cc1	-10	2	13	6	-1.1	6	-6	-6	5
Cc1n[nH]c(C)c1S(=O)(=O)N1CCC(C(=O)O)CC1	12	0	-2	6	-0.41	-3	7	-4	2
Cc1ccc(C(C2C(=O)CC(C)(C)CC2=O)C2C(=O)CC(C)(C)CC2=O)s1	28	22*	10	4	-1.4	1	-13	4	-1
CC1CCCN(C(=O)c2sc3cc([N+](=O)[O-])ccc3c2Cl)C1 (stereo not given)	4	11	10	12	0.6	4	-8	13	-10
O=C(c1noc2c1CCc1ccccc1-2)N1CCCc2ccccc21	1	3	15	5	-1.5	-9	1	11	-13
O=C(Nc1cccc(O)c1)c1ccc(Br)c(S(=O)(=O)N2CCCCC2)c1	-16	-7	-9	-5	-2.2	-3	-15	-3	2
Clc1ccc(-c2nc3ccccc3n2OCc2ccccc2)cc1	-2	1	-23	18	-0.54	-7	-1	3	-4
COc1ccc(C2NC(=O)NC(c3ccccc3)=C2c2nc3ccccc3s2)cc1 (stereo not given)	12	0	6	6	-2.9	3	-12	-6	8
CCCn1c(SCC(=O)Nc2c(C)cccc2C)nnc1C(C)C	6	-1	-42	8	1.7	1	6	-2	0
CCOc1ccccc1C(=O)N(CN1CCCC1=O)c1ccc(C)c(Cl)c1	-52	-2	21	2	-0.27	0	-6	-3	0
CC(NC(=O)c1cnc2n(c1=O)CCS2)c1ccccc1 (stereo not given)	.	5	-3	3	0.75	-5	4	6	-7
CC1Cc2ccccc2N1CC(=O)Nc1ccc2c(c1)OCO2 (stereo not given)	-11	3	-25	-3	0.38	-3	-11	10	-9
COc1ccc(S(=O)NC2CCCCC2)c(OC)c1C (stereo not given)	13	-6	2	0	3.9	-3	-13	-4	8
CCOC(=O)C(CC)(CC)/C(C)=N/NC(=O)CC#N	10	-3	-24	1	0.17	4	-9	-8	8
CCOc1ccc(C(=O)COC(C)=O)cc1	2	2	16	4	1.3	1	4	-11	11
Cc1onc(-c2ccccc2Cl)c1C(=O)Nc1ccc(S(=O)(=O)N2CCCC2)cc1	9	-2	-5	5	.	8	-12	-1	-2
CCCCNC(=O)Nc1ccon1	9	-1	0	4	0.24	-5	-12	-7	5
O=C(CCCSc1nnc(-c2cccs2)n1CC1CCCO1)c1ccccc1 (stereo not given)	21	0	-14	-1	1.2	-8	-3	-12	10

Quoted at random: 3 compounds from above.
SMILES	F-actin modifier	FAK blocker	PLK1 PBD inh	HIV Rev-RRE inh	Pyk2 oligo antag	EphB4 antag	PLK1 inh	PTPN22 inh 2	LYP act
CCN(CC)CCNC(=O)c1c(O)c2c([nH]c1=O)CCCC2	-42	2	16	-15	0.12	-5	35	-8	7
CC(C)(C)NC(=O)Cn1nnc(-c2ccccc2Cl)n1	6	-3	-33	-2	0.37	-4	0	-6	5
CC(NC(=O)c1cnc2n(c1=O)CCS2)c1ccccc1 (stereo not given)	.	5	-3	3	0.75	-5	4	6	-7

Further results follow.
SMILES	F-actin modifier	FAK blocker	PLK1 PBD inh	HIV Rev-RRE inh	Pyk2 oligo antag	EphB4 antag	PLK1 inh	PTPN22 inh 2	LYP act
Cc1ccc(C2CC(c3ccccc3)=NN2C(=S)Nc2ccccc2)o1 (stereo not given)	-9	1	-13	0	-0.66	2	-13	-16	11
CC1(C)OC(=O)C(=CNc2cccc(C(=O)O)c2)C(=O)O1	13	-2	23	1	-0.65	3	-6	-13	11
O=C(Nc1ccccc1)OCc1cc(-c2ccccc2Cl)on1	-28	2	-28	16	0.45	-1	-11	2	1
CC(=O)Nc1ccc(S(=O)(=O)N2CCN(c3cc(C)nc4ccccc34)CC2)cc1	5	-4	19	6	-0.18	6	-12	0	-3
